Screening results (PubChem)
BAP1 block = inhibitors of BAP1 deubiquitinase, primary screen, biochemical, Ub-AMC fluorescence, kinetic; Ubiquitin carboxyl-terminal hydrolase BAP1 (Homo sapiens), Q92560; recombinant BAP1, Ub-AMC hydrolysis fluorescence kinetic; active compounds read low; activity remaining (% of control), % at 20 µM; actives 0.48% (n = 72,000);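 active = activity remaining at or below 50% of control, provided the compound also passes the data quality filters; inactive = the rest, including low values that fail the filters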;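 note: 100% = DMSO wells rate and 0% = substrate alone blank rate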
Target sequence (Q92560 whole entry, looked up): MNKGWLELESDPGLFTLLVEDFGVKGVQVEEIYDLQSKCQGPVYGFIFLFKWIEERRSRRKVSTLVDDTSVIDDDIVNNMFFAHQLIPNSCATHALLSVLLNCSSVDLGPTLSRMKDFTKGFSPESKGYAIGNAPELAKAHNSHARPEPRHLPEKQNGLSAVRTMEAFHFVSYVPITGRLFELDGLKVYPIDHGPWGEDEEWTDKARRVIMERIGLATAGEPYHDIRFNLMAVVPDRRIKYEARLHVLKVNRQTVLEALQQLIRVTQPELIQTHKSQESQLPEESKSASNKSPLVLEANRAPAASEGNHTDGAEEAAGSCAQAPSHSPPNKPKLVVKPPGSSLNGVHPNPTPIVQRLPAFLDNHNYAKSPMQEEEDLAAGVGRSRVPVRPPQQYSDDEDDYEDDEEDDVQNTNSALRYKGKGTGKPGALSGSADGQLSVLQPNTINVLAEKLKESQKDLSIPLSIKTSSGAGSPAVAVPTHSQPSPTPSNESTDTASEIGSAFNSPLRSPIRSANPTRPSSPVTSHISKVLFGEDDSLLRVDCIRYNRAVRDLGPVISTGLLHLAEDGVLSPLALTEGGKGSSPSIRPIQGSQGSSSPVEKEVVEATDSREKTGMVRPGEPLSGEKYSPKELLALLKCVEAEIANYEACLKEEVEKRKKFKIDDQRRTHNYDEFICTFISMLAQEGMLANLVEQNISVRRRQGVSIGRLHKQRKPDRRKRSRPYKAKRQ
HePTP inh = inhibitors of human HePTP phosphatase, primary screen, biochemical, absorbance, leukemia target. actives 0.64% (n = 110,000). Tyrosine-protein phosphatase non-receptor type 7 (Homo sapiens), P35236. recombinant HePTP phosphatase activity, OD absorbance. inhibition, % at 20 µM; in the data active = inhibition above about 50%;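 note: plate controls were vehicle for no effect and reference inhibitor for full effect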
Target sequence (P35236 whole entry, looked up): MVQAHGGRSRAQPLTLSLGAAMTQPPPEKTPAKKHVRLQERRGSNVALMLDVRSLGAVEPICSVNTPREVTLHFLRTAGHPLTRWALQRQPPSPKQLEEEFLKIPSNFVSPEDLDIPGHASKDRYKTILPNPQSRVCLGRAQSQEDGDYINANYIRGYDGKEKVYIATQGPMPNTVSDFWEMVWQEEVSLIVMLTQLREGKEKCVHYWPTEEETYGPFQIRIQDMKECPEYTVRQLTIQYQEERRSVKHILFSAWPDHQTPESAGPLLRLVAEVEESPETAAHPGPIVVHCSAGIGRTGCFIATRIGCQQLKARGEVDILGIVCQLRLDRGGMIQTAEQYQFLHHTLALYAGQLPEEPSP
The depositor's hits bear a star; . = no result given; & = joins results of further samples.

SMILES | BAP1 block | HePTP inh
COCCn1c(CN(Cc2ccccc2)Cc2ccccc2)nc2c1c(=O)n(C)c(=O)n2C | 93 | 12
Cc1ccc(CN2C(=O)/C(=C3\SC(N4CCOCC4)=NC3=O)c3cc(Br)ccc32)cc1 | 82 | 8
O=C(NNc1c(Cl)cc(Cl)cc1Cl)c1cccs1 | . | -9
CCN(CCO)C(=O)CC(c1ccccc1)c1cc(Br)ccc1O (stereo not drawn) | 93 | 8
O=P(CO)(Cc1ccccc1)Cc1ccccc1 | 99 | 2&-4
COc1ccc(CCNS(=O)(=O)c2ccccc2[N+](=O)[O-])cc1 | . | -2
CN(C)c1ccc(/C=C2/SC(=O)N(c3ccccc3)C2=O)cc1 | . | -4
CCOc1ccc(C(=O)Nc2ccc3c(c2)oc2ccccc23)cc1 | 144 | .
O=C(CSc1nc2c([nH]c3ccccc32)c(=O)n1-c1ccccc1)N1CCOCC1 | 66 | 5
CSc1cccc(NC(=O)c2nnn(Cc3ccccc3)c2N)c1 | 116 | 7
COc1cc(C=C2C(=O)NC(=O)NC2=O)cc(Cl)c1OCCOc1ccc(C)c(C)c1 | . | -16
CCOC(=O)c1sc(-c2ccccc2)cc1NC(=O)CSc1nnnn1C | . | 3
O=C1c2cccc3cccc(c23)C(=O)N1CC1CCN(S(=O)(=O)c2ccccc2)CC1 | . | -2
O=[N+]([O-])c1cccc(S(=O)(=O)NCCc2ccccc2)c1 | . | 6
COC(=O)c1cccc(CSc2nnc(-c3ccco3)n2-c2ccccc2)c1 | 95 | -8
CCOC(=O)N1CCC(NS(=O)(=O)c2ccc3c(c2)oc(=O)n3C)CC1 | 103 | -13
CC(=O)Nc1ccc2[nH]c(C)cc(=O)c2c1 | . | 0
COc1cccc(OCCN2CCN(c3ncnc4c3cnn4-c3ccccc3)CC2)c1 | 65 | 3
COc1ccc(OC)c(C2=Nn3c(nnc3-c3cc(OC)c(OC)c(OC)c3)SC2)c1 | 81 | 5
COc1ccccc1NC(=S)NC(NC(=O)c1cc(OC)c(OC)c(OC)c1)C(Cl)(Cl)Cl (stereo not drawn) | . | 6
CCC1(C)Nc2ccccc2C(=O)N1O (stereo not drawn) | 93 | 12
Cc1ccccc1CNC(=O)c1ccc(N(Cc2ccccc2)S(C)(=O)=O)cc1 | . | -2
O=C(NCC1CCCO1)c1ccc(Br)cc1 (stereo not drawn) | . | 5
CC(CCc1ccccc1)NC(=O)c1cccnc1 (stereo not drawn) | 94 | 5
CCCc1cc(=O)[nH]c(SCC(=O)Nc2cccc(F)c2)n1 | 277 | .
Cc1ccc(C)c2[nH]c(=O)c(CCNC(=O)c3ccc(S(=O)(=O)N(C)C)cc3)cc12 | 88 | -3
COC(=O)C1=C(C)NC(C)=C(C(=O)OC)C1c1cccc(Br)c1 | . | -24
N#Cc1c(/N=C/N2CCOCC2)sc2c1CCCCC2 | 85 | -10
COc1cc(/C=C2\C(=O)NC(=O)N(c3cccc(C)c3)C2=O)c([N+](=O)[O-])cc1OC | . | -1
CCN(CC)CCCCCOc1cccc2ccccc12 | . | -2

Sorted by formula weight (high to low): four of the compounds above.
SMILES | BAP1 block | HePTP inh
COc1cc(C=C2C(=O)NC(=O)NC2=O)cc(Cl)c1OCCOc1ccc(C)c(C)c1 | . | -16
O=C(CSc1nc2c([nH]c3ccccc32)c(=O)n1-c1ccccc1)N1CCOCC1 | 66 | 5
CSc1cccc(NC(=O)c2nnn(Cc3ccccc3)c2N)c1 | 116 | 7
CCOc1ccc(C(=O)Nc2ccc3c(c2)oc2ccccc23)cc1 | 144 | .

Additional records.
SMILES | BAP1 block | HePTP inh
Cc1ccc(C2OC3(C(=O)c4ccccc4C3=O)C3C(=O)N(c4ccccc4Cl)C(=O)C23)cc1 (stereo not drawn) | 111 | .
c1ccc(C2CCCSC2)cc1 (stereo not drawn) | 127 | .
O=C(COc1ccc(S(=O)(=O)N2CCCC2)cc1Cl)NCc1ccco1 | 98 | 6
O=C(NCCN1CCOCC1)Nc1ccc(Cl)cc1 | 93 | 12&-6
Cc1ccc2[nH]c(=O)c(CN(CCCO)S(=O)(=O)c3cccc4nsnc34)cc2c1 | 89 | -3
Cc1onc(-c2c(F)cccc2Cl)c1C(=O)N1CCN(c2ccccn2)CC1 | . | -11
Cc1cnc(NC(=O)c2ccc(Cl)cc2Cl)s1 | . | -3
CCSC1=C(C#N)C(c2ccc(O)cc2)C(C(=O)Nc2ccccc2)=C(C)N1 (stereo not drawn) | . | 7
O=C1c2ccccc2C(=O)c2c1c(Cl)c(Cl)c(Cl)c2N1CCCC1 | . | 4
Cc1ccc(N2C(=O)CC(NCCc3ccccc3Cl)C2=O)cc1 (stereo not drawn) | . | 4
COc1ccc(/C=C/C(=O)Nc2ccc(NC(=O)c3ccco3)c(OC)c2)cc1 | . | -2
Cc1ccccc1NC(=O)c1c(NC(=O)c2ccccc2Br)sc2c1CCCCC2 | . | -6
CCOC(=O)COc1c(Cl)cc(/C=C2\C(=O)NC(=O)N(c3ccc(Cl)cc3)C2=O)cc1Cl | . | 4
N#CC(C(=O)NC1CCCCC1)c1nc2ccccc2nc1N1CCCCC1 (stereo not drawn) | 88 | 3
COc1ccc(NC(=O)c2c(NC(=O)Cc3ccccc3)sc3c2CCC(C)C3)cc1 (stereo not drawn) | . | 0
C=CCn1c(Cc2cccs2)nnc1SCC(=O)c1ccc(F)cc1 | 100 | -5
Cc1ccc(S(=O)(=O)N2CCCN(S(=O)(=O)C3CCS(=O)(=O)C3)CC2)cc1 (stereo not drawn) | 103 | 10
Cc1ccnc(N2CCN(C(=O)CSc3nc4ccccc4nc3N3CCCCC3)CC2)c1 | 56 | 3
N#Cc1c(N)n(C2CCCCC2)c2nc3ccccc3nc12 | . | -2
CCCCOc1ccc(C(=O)N2CCN(c3ccc(Cl)cc3)CC2)cc1 | . | 4

Some of these compounds in order of the BAP1 block value, smallest number first:
SMILES	BAP1 block
Cc1ccnc(N2CCN(C(=O)CSc3nc4ccccc4nc3N3CCCCC3)CC2)c1	56
N#CC(C(=O)NC1CCCCC1)c1nc2ccccc2nc1N1CCCCC1 (stereo not drawn)	88
C=CCn1c(Cc2cccs2)nnc1SCC(=O)c1ccc(F)cc1	100
Cc1ccc(S(=O)(=O)N2CCCN(S(=O)(=O)C3CCS(=O)(=O)C3)CC2)cc1 (stereo not drawn)	103

Additional entries:
SMILES | BAP1 block | HePTP inh
O=C1CSC(c2cn(-c3ccccc3)nc2-c2cccs2)N1CC1CCCO1 (stereo not drawn) | 111 | 7
Cc1nc(N)sc1-c1nnc(SCC(=O)Nc2nccs2)n1C | 113 | -1
Cc1cc(C=C2C(=O)c3ccccc3C2=O)c(C)n1-c1cccc(Cl)c1 | . | 4
Cc1ccc(C(=O)CSc2ncn[nH]2)cc1 | 106 | -1&-1
CSC1=NCCN1C(=O)C(C)Oc1ccccc1 (stereo not drawn) | 91 | -11
COc1ccc(OC)c(-n2nnnc2SCC(=O)Nc2ccc(C(=O)N3CCCCC3)cc2)c1 | 105 | -4
CC(=O)N1N=C(c2c(-c3ccccc3)c3cc([N+](=O)[O-])ccc3[nH]c2=O)CC1c1cccc(Br)c1 (stereo not drawn) | 89 | .
CCN(CC)S(=O)(=O)c1ccc(OCC(=O)NCc2ccccc2)cc1 | 118 | 0
CCOC(=O)COc1ccc2cc(C(=O)OCC)c(=O)oc2c1 | . | 7
O=C(NCN1CCN(c2ccccn2)CC1)c1cnccn1 | 92 | -11
CCOc1ccc(N(CC(=O)NC2CCCC(C)C2C)S(=O)(=O)c2c(C)noc2C)cc1 (stereo not drawn) | 93 | -3
COc1ccc(S(=O)(=O)Nc2nnc(C(C)C)s2)cc1 | 87 | -1
Cc1ccc2oc(-c3ccc(NC(=O)c4ccc5c(c4)OCO5)cc3)nc2c1 | . | 4
COc1cc2c(cc1OC)C(c1ccc(Br)cc1)N(C1CC(=O)N(c3ccccc3)C1=O)CC2 (stereo not drawn) | . | 8
COc1ccc(Cl)c(NC(=O)CSc2nc(C)cc(C)n2)c1 | . | -3
Cc1ccc(Cl)c(OCCNC(C)(C)C)c1 | . | 6
CCOC(=O)CNC(=O)CN1C(=O)CCS(=O)(=O)c2ccccc21 | 109 | -6
O=C(CN1C(=O)C2C3C=CC(C3)C2C1=O)Nc1ccc2c(c1)OCCO2 (stereo not drawn) | 137 | -6
CN(C)c1cccc(C(=O)Nc2ccc(F)c(Cl)c2)c1 | . | 12
Nc1ncnc2c1ncn2[C@@H]1O[C@H](COP(=O)(O)OP(=O)(O)OP(=O)(O)OP(=O)(O)OC[C@@H]2O[C@H](n3cnc4c(N)ncnc43)C(O)[C@@H]2O)[C@H](O)C1O (stereo partly drawn) | 95 | .
Cc1ccccc1Nc1nc(-c2cc3ccccc3oc2=O)cs1 | . | -2
CN1[C@@H]2CC(OC(=O)[C@H](CO)c3ccccc3)C[C@H]1[C@@H]1O[C@@H]12 (stereo partly drawn) | 85 | 5
O=C(Nc1ccc(Cl)cc1)N1CCSCC1 | 127 | -2
CC(c1nnc(SCC(=O)Nc2sccc2C#N)n1-c1ccc(Cl)cc1)N(C)C (stereo not drawn) | 101 | -13
Cc1ccc(N2C(=O)C3C(C2=O)C2C=CC3C23CC3)cc1 (stereo not drawn) | 97 | 0&8
O=C1/C(=C\c2ccc(-c3ccc([N+](=O)[O-])cc3Cl)o2)SC(=S)N1Cc1ccccc1 | . | 7
Cc1cc(N)n2ncc(-c3ccccc3)c2n1 | 79 | 3
CCOC(=O)CCc1c(C)nc2cc(-c3cccc(C)c3)[nH]n2c1=O | . | -1
CCCOc1cccc(C(=O)Nc2ccc(I)cc2Cl)c1 | . | 3
COc1ccc(CCn2c(N3CCN(Cc4ccccc4)CC3)nc3c2c(=O)[nH]c(=O)n3C)cc1 | 106 | 7

Whole records from above.
CCOC(=O)CCc1c(C)nc2cc(-c3cccc(C)c3)[nH]n2c1=O in the list: BAP1 block = .; HePTP inh = -1
CCCOc1cccc(C(=O)Nc2ccc(I)cc2Cl)c1 in the list: BAP1 block = .; HePTP inh = 3

Part of the list above, field by field.
canonical_smiles: Cc1cc(N)n2ncc(-c3ccccc3)c2n1
- BAP1 block = 79
- HePTP inh = 3

canonical_smiles: O=C1/C(=C\c2ccc(-c3ccc([N+](=O)[O-])cc3Cl)o2)SC(=S)N1Cc1ccccc1
- BAP1 block = .
- HePTP inh = 7

Next part:
SMILES | BAP1 block | HePTP inh
O=C(c1ccc(N2C(=O)C3CC=C(Cl)CC3C2=O)cc1)N1CCCCC1 (stereo not drawn) | 72 | 1
COc1ccc(-c2nc(C#N)c(NCCc3ccccc3)o2)cc1 | 56 | .
O=C(c1cc2ccccc2oc1=O)N1CCCN(C(=O)c2cc3ccccc3oc2=O)CC1 | 70 | -8
O=C(Oc1ccc(I)cc1)c1cccs1 | . | 4
O=C1/C(=C/c2cccs2)SC(=S)N1c1cccc(O)c1 | . | -10
Cc1nc(N2CCN(Cc3ccccc3)CC2)c(C#N)c2c1COC(C)(C)C2 | 114 | 6
O=C1/C(=C\c2ccco2)SC(=S)N1Cc1ccccc1 | . | 35
CC(=O)Oc1ccc(N2C(=O)C3CC(C)=C(C)CC3C2=O)cc1 (stereo not drawn) | . | 7
Cc1nc2sc(C(c3ccccc3)N3CCOCC3)c(O)n2n1 (stereo not drawn) | 101 | .
COc1cc(OC)cc(C(=O)N=c2sc3cc(F)ccc3n2C)c1 | 171 | .
Cc1ccc(C(C)C)c(OCC(=O)Nc2cccc(C)n2)c1 | . | 0
NC(=O)C1CCN(c2nc(C3CC3)nc3c2nnn3Cc2ccccc2Cl)CC1 | . | -1
CCCn1c(SCC(=O)NCC2CCCO2)nc2c1c(=O)n(C)c(=O)n2C (stereo not drawn) | 93 | 4
Cc1cc2c(cc1C)NC(CC(=O)Nc1ccc([N+](=O)[O-])cc1)C(=O)N2 (stereo not drawn) | . | 6
Clc1ccc(-c2nc(N3CCOCC3)c3ccccc3n2)cc1Cl | . | -4
CC1CN(C(=O)c2scc3c2OCCO3)CC(C)O1 (stereo not drawn) | 103 | 10
CC(=NCc1ccccc1)c1c(C)[nH]n(-c2nc3ccccc3s2)c1=O | . | 8
CCN(CC)c1ccc(NC(=O)c2ccco2)cc1 | 147 | 0&8
COc1ccc(Nc2ncnc3c2cnn3-c2cccc(C)c2)cc1OC | 98 | 3
O=C(N=Nc1c(O)n(CN2CCCCC2)c2ccc(Br)cc12)c1ccncc1 | . | 2
O=C(/C=C/Nc1ccccc1F)c1ccccc1 | . | 1
Cc1cc(C)n2nc(SCC(=O)N(C)Cc3ccccc3)nc2n1 | 90 | -7
COc1ccc(CCNC(=O)c2ccccc2[N+](=O)[O-])cc1 | . | -16
O=C(c1cc2sccc2n1Cc1ccccc1)N1CCc2ccccc21 | 72 | 8
COc1cccc2c(=O)c3c(cnn3C)n(C)c12 | 133 | 8
CCN1CC2=C(OC(N)=C(C#N)C2c2cccs2)/C(=C/c2cccs2)C1 (stereo not drawn) | 91 | 5
COc1cc(C=O)ccc1OC(C)c1ccccc1 (stereo not drawn) | . | -8
COc1ccc(-c2ccc(=O)n(CC(=O)NCc3ccco3)n2)cc1 | 94 | 8
COc1ccc2c(c1)c(=O)oc1cc(OCC(=O)N3CCCC(C)C3)ccc12 (stereo not drawn) | 705 | 2
Cc1ccc(N2C(=O)/C(=C/c3ccc(OCc4cccc(C(=O)O)c4)cc3)C(=O)NC2=S)cc1 | . | 4
Cc1cc(Cl)ccc1NC(=O)C(=O)N/N=C/c1cccs1 | . | 3
Cc1ccc(C(=O)Nc2cccc(C(F)(F)F)c2)o1 | . | 4
COc1cc(CNC2CCCC2)cc(OC)c1 | 90 | 7
CCC(C)(O)C#CC#CC(C)(O)CC (stereo not drawn) | 104 | .

This is a random part of the collection; any-hit rate near 0.83%.
